GRIN3A LBD mod: binders of NR3A ligand-binding domain, primary screen, biophysical, differential scanning fluorimetry, uHTS. NR3A LBD differential scanning fluorimetry, Tm shift; 0% = protein alone, 100% = glycine-bound protein. Tm shift relative to glycine control, % at 25 µM. hit rate 2.5% among 340,000. AID 1259313, 2017;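 active means melting temperature shift of at least 10% of the positive control shift, at one fixed dose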
NALP3 yeast inh: NALP3 inflammasome inhibitors in reconstituted yeast, primary screen, luminescence, uHTS; inhibition, % at 10 µM; hit rate 0.39% among 330,000; Yeast reconstituted NLRP3/ASC/caspase-1, beta-gal luminescence, 24 h; AID 2825, 2010;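 active means inhibition of 50% or more; inactive means inhibition below 50%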;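 further: plate controls were induced DMSO wells for no effect and uninduced yeast grown without galactose for full effect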
tim10-1 inh: growth inhibitors of tim10-1 mutant yeast, primary screen, luminescence, uHTS | S. cerevisiae tim10-1 ts strain growth, BacTiter-Glo, 24 h | inhibition, % at 20 µM | hit rate 2.2% among 330,000 | AID 463190, 2010;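 active means inhibition of at least 40%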;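 further: mutant grown at 25 °C; 0% = DMSO wells with yeast and 100% = wells holding no yeast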
TIM10 inh: growth inhibitors of isogenic TIM10 control yeast, primary screen, counter-screen for tim10-1 yeast inhibitor project, luminescence, uHTS. S. cerevisiae TIM10 strain growth, BacTiter-Glo luminescence, 24 h. inhibition, % at 10 µM. hit rate 1.4% among 330,000;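 active means inhibition of 40% or more at the single tested concentration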;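 further: wild-type TIM10 isogenic control strain grown at permissive 25 °C; 0% = DMSO yeast wells and 100% = minimal medium wells without yeast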
tim23-1 inh: growth inhibitors of tim23-1 mutant yeast, primary screen, luminescence, uHTS | S. cerevisiae tim23-1 growth, BacTiter-Glo luminescence, 24 h | AID 463212, 2010 | inhibition, % at 20 µM | hit rate 1.3% among 330,000;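 active means growth inhibition of the mutant yeast at or above 50%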;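 further: temperature-sensitive mutant grown at 25 °C; plate controls were DMSO-treated mutant yeast for no effect and medium wells lacking yeast for full effect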
APJ ag: agonists of human apelin receptor APJ, primary screen, CHO-K1 cells, PathHunter beta-arrestin, luminescence; P35414; hit rate 0.11% among 330,000; activation, % at 20 µM; 0% DMSO wells, 100% apelin; AID 2520, 2010;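 active means activation more than six SD over the plate average, tested at 20 µM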;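 further: 0% = DMSO alone and 100% = apelin-13 at 10 nM; some results filed as inactive read as strong as hits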
Target sequence (P35414 whole entry, looked up): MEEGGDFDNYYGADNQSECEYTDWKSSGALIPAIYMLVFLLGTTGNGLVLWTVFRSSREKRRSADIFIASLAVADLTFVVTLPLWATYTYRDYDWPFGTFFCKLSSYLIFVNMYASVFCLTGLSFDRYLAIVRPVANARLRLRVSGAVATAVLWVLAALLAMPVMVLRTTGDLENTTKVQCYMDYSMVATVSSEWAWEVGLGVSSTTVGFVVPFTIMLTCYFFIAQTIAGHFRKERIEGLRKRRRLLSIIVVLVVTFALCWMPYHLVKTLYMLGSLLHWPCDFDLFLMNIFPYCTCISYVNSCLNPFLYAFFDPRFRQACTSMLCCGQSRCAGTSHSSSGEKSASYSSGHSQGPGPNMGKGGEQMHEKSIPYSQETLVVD
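Incubation: overnight seeding, 90 min compound at 25 °C, 1 h detection; test system: PathHunter CHO-K1 APJ (AGTRL-1) beta-arrestin reporter cells; amount: 1000 cells/well; doses: one dose, 20 µM compound, 1% DMSO; measured by: beta-gal luminescence; measure: agonist-driven arrestin binding to APJ; benchmarks: negative DMSO alone, positive Apelin-13 at 10 nM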
APJ antag: antagonists of human apelin receptor APJ, primary screen, CHO-K1 cells, beta-arrestin complementation, luminescence; inhibition, % at 20 µM; hit rate 0.32% among 330,000; AID 2521, 2010;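 active means inhibition above about 40% at 20 µM, limit read from the data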;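 further: cells challenged with 10 nM apelin-13 agonist together with compound; plate controls were apelin-13 plus DMSO wells for no effect and DMSO wells lacking apelin-13 for full effect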
beta cell repl: inducers of MIN6 beta-cell proliferation, primary screen, ATP luminescence, uHTS; MIN6 cells proliferation, ATPlite luminescence, 48 h; cells starved in 0.2% serum; 100% = growth in 10% serum; proliferation, % at 10 µM; hit rate 0.29% among 330,000; AID 2380, 2010;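 active means compounds whose signal lies at least 3.5 SD above the mean of all wells on their plate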;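 further: 0% = DMSO-treated cells in low-serum medium and 100% = 10% serum control; some compounds called inactive have numbers as strong as hits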
MPTP block: mitochondrial permeability transition pore inhibitors, primary screen, biochemical, isolated mouse mitochondria, absorbance | Ca2+ swelling absorbance, 30 min | inhibition, % at 10 µM | hit rate 1.4% among 360,000;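 active means inhibition of 50% or more, scaled per plate between neutral and stimulator controls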;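 further: 0% = DMSO wells given calcium and 100% = 1 mM EGTA wells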
Starred values were filed as active, the others as inactive. Rows are unselected; 7.2% or so of the library scored in one or more.

For C/C(=N\NC(=O)c1nnn(-c2nonc2N)c1-c1ccccc1)c1cccnc1 the results were GRIN3A LBD mod 0, NALP3 yeast inh -4, tim10-1 inh -18, TIM10 inh -2, tim23-1 inh -8, APJ ag 14, APJ antag -3, beta cell repl 8 and MPTP block -0.6.
`CN(c1ccccc1)S(=O)(=O)c1ccc(Cl)nc1` gave GRIN3A LBD mod 0, NALP3 yeast inh 8, tim10-1 inh -4, TIM10 inh -10, tim23-1 inh 16, APJ ag -1, APJ antag 9, beta cell repl 0 and MPTP block -2.3.
`Cc1cc(OCC(=O)NCc2ccncc2)c2c(C)c(C)c(=O)oc2c1` gave GRIN3A LBD mod -2, NALP3 yeast inh 4, tim10-1 inh 10, TIM10 inh -2, tim23-1 inh 12, APJ ag -2, APJ antag 7, beta cell repl -2 and MPTP block 0.5.
Screening CC(OC(=O)CCNS(=O)(=O)c1cccs1)C(=O)Nc1ccc(S(N)(=O)=O)cc1 (stereo not drawn) returned GRIN3A LBD mod 1, NALP3 yeast inh 7, tim10-1 inh -5, TIM10 inh 7, tim23-1 inh 4, APJ ag -3, APJ antag 18, beta cell repl -4 and MPTP block -2.4.
Screening Cc1ccc(-c2nnc(SCC(=O)Nc3ccccc3F)o2)cc1 returned GRIN3A LBD mod 0, NALP3 yeast inh 27, tim10-1 inh 10, TIM10 inh 10, tim23-1 inh 19, APJ ag -3, APJ antag -40, beta cell repl -6 and MPTP block 0.9.
For CCCCN(C)CCN1C(=O)C2C(C(=O)Nc3ccc(C)cc3)C3C=CC2(O3)C1C(=O)NC1CCCCC1 (stereo not drawn) the results were GRIN3A LBD mod 0, NALP3 yeast inh -2, tim10-1 inh 13, TIM10 inh -9, tim23-1 inh 11, APJ ag -4, APJ antag -11, beta cell repl 0 and MPTP block 0.8.
`CCc1nnc(NC(=O)C(=O)NCCOC(=O)c2ccccc2Cl)s1` gave GRIN3A LBD mod -1, NALP3 yeast inh 15, tim10-1 inh 30, TIM10 inh 26, tim23-1 inh 38, APJ ag -2, APJ antag 18, beta cell repl -1 and MPTP block 0.0.
CC(=O)c1cccc(OCC(=O)N2CCCc3ccccc32)c1 was read as GRIN3A LBD mod -5, NALP3 yeast inh -4, tim10-1 inh 10, TIM10 inh 11, tim23-1 inh 15, APJ ag -1, APJ antag 5, beta cell repl -4 and MPTP block 1.5.
`CCN(CC)C(=O)C(=O)N/N=C/c1ccc(Br)cc1` gave GRIN3A LBD mod 0, NALP3 yeast inh -9, tim10-1 inh -6, TIM10 inh -8, tim23-1 inh -3, APJ ag -3, APJ antag 7, beta cell repl 1 and MPTP block 4.1.
For CCOc1ccc(S(=O)(=O)N(C)c2ccc(OCC(=O)NCC3CCCCC3)cc2)cc1 the results were GRIN3A LBD mod 0, NALP3 yeast inh 18, tim10-1 inh 16, TIM10 inh 23, tim23-1 inh 25, APJ ag -1, APJ antag 13, beta cell repl -5 and MPTP block -0.3.
For COCCn1cc(C(=O)NCCN(C)C)c2c3ccccc3n(C)c2c1=O the results were GRIN3A LBD mod 0, NALP3 yeast inh -14, tim10-1 inh -6, TIM10 inh 7, tim23-1 inh 10, APJ ag 0, APJ antag -3, beta cell repl -3 and MPTP block 0.1.
`CCN(CC)c1ccc(/C=N/Nc2ccccc2)c(O)c1` gave GRIN3A LBD mod 1, NALP3 yeast inh 22, tim10-1 inh 16, TIM10 inh 11, tim23-1 inh 31, APJ ag 0, APJ antag -28, beta cell repl -3 and MPTP block 0.0.
`CC(C)c1[nH]nc2c1C(C1C=CCCC1)C(C#N)=C(N)O2` (stereo not drawn) gave GRIN3A LBD mod -1, NALP3 yeast inh 19, tim10-1 inh 12, TIM10 inh 15, tim23-1 inh 16, APJ ag -3, APJ antag 16, beta cell repl -3 and MPTP block 2.0.
OC(CNCc1ccccc1Cl)COc1ccc(F)cc1 (stereo not drawn) was read as GRIN3A LBD mod 3, NALP3 yeast inh 22, tim10-1 inh -4, TIM10 inh 16, tim23-1 inh -2, APJ ag -2, APJ antag 3, beta cell repl -5 and MPTP block 1.5.
Screening O=c1[nH]nc(Cc2ccc(-c3ccc(Cl)cc3)o2)c2ccccc12 returned GRIN3A LBD mod 1, NALP3 yeast inh -2, tim10-1 inh 15, TIM10 inh -10, tim23-1 inh -18, APJ ag -4, APJ antag 4, beta cell repl -2 and MPTP block 64*.
O=C(NCC(=O)N1CCN(c2ccccc2O)CC1)c1ccc2c(c1)OCO2 was read as GRIN3A LBD mod 1, NALP3 yeast inh 21, tim10-1 inh -35, TIM10 inh -18, tim23-1 inh -4, APJ ag 12, APJ antag -8, beta cell repl 2 and MPTP block -0.3.
For CC(=O)C1=C(O)C(=O)N(CCCCCC(=O)O)C1c1ccc(N(C)C)cc1 (stereo not drawn) the results were GRIN3A LBD mod 0, NALP3 yeast inh 13, tim10-1 inh -8, TIM10 inh -12, tim23-1 inh -2, APJ ag -6, APJ antag 0, beta cell repl 2 and MPTP block -0.9.
`Cc1nnc(NC(=O)CS(=O)(=O)Cc2ccccc2)s1` gave GRIN3A LBD mod 1, NALP3 yeast inh -5, tim10-1 inh -5, TIM10 inh 2, tim23-1 inh 15, APJ ag 1, APJ antag -12, beta cell repl 3 and MPTP block 0.7.
COc1ccc(OCC(=O)Nc2c(Cl)ccc3nsnc23)cc1 was read as GRIN3A LBD mod -1, NALP3 yeast inh 27, tim10-1 inh 5, TIM10 inh -7, tim23-1 inh 15, APJ ag -4, APJ antag -5, beta cell repl 0 and MPTP block -0.5.
O=C(c1cccs1)n1nc(-c2ccccc2)nc1NCc1ccco1 was read as GRIN3A LBD mod 5, NALP3 yeast inh 11, tim10-1 inh 27, TIM10 inh 19, tim23-1 inh 19, APJ ag -7, APJ antag -2, beta cell repl -3 and MPTP block 3.6.

Random excerpt: three records from the list
Screening O=c1[nH]nc(Cc2ccc(-c3ccc(Cl)cc3)o2)c2ccccc12 returned GRIN3A LBD mod 1, NALP3 yeast inh -2, tim10-1 inh 15, TIM10 inh -10, tim23-1 inh -18, APJ ag -4, APJ antag 4, beta cell repl -2 and MPTP block 64*.
`CCN(CC)c1ccc(/C=N/Nc2ccccc2)c(O)c1` gave GRIN3A LBD mod 1, NALP3 yeast inh 22, tim10-1 inh 16, TIM10 inh 11, tim23-1 inh 31, APJ ag 0, APJ antag -28, beta cell repl -3 and MPTP block 0.0.
OC(CNCc1ccccc1Cl)COc1ccc(F)cc1 (stereo not drawn) was read as GRIN3A LBD mod 3, NALP3 yeast inh 22, tim10-1 inh -4, TIM10 inh 16, tim23-1 inh -2, APJ ag -2, APJ antag 3, beta cell repl -5 and MPTP block 1.5.

Additional compounds:
Screening CCC(=O)Nc1cccc(-c2ccc(N3CCC(C)CC3)nn2)c1 returned GRIN3A LBD mod 0, NALP3 yeast inh 11, tim10-1 inh 13, TIM10 inh -1, tim23-1 inh 24, APJ ag -1, APJ antag 4, beta cell repl -4 and MPTP block 0.4.
Cc1nn(C)cc1CNCc1c(C(=O)N2CCCCC2)nc2c(C)cccn12 was read as GRIN3A LBD mod -1, NALP3 yeast inh 10, tim10-1 inh -1, TIM10 inh 8, tim23-1 inh 2, APJ ag -2, APJ antag -2, beta cell repl 0 and MPTP block 0.3.
Cc1ccc(NC(=O)c2cnccn2)c(Br)c1 was read as GRIN3A LBD mod -1, NALP3 yeast inh 24, tim10-1 inh -1, TIM10 inh -7, tim23-1 inh 11, APJ ag -2, APJ antag -1, beta cell repl -3 and MPTP block -1.1.
O=C(CN1CCN(S(=O)(=O)c2ccc(Cl)cc2)CC1)Nc1ccc2c(c1)OCCO2 was read as GRIN3A LBD mod 1, NALP3 yeast inh -1, tim10-1 inh 31, TIM10 inh -2, tim23-1 inh 28, APJ ag -1, APJ antag 7, beta cell repl 1 and MPTP block -2.3.
For CN(CC(=O)Nc1cccc(F)c1)C(=O)CSc1nc2ccccc2s1 the results were GRIN3A LBD mod -2, NALP3 yeast inh 8, tim10-1 inh 9, TIM10 inh 1, tim23-1 inh 10, APJ ag -2, APJ antag 4, beta cell repl -3 and MPTP block -0.1.
`Cc1ccc2c(c1)C1CN(C)CCC1N2S(=O)(=O)c1cc(C(F)(F)F)ccc1Cl` (stereo not drawn) gave GRIN3A LBD mod -2, NALP3 yeast inh 15, tim10-1 inh 19, TIM10 inh 27, tim23-1 inh 20, APJ ag -5, APJ antag 2, beta cell repl -7 and MPTP block -0.2.
O=C(NC(O)C(=O)c1ccccc1)c1ccccn1 (stereo not drawn) was read as GRIN3A LBD mod 2, NALP3 yeast inh 21, tim10-1 inh 14, TIM10 inh -11, tim23-1 inh 9, APJ ag -9, APJ antag 28, beta cell repl -5 and MPTP block -1.4.
`Cc1cc(C)nc(N(C#N)Cc2ccc(Cl)cc2)n1` gave GRIN3A LBD mod -1, NALP3 yeast inh -3, tim10-1 inh 11, TIM10 inh 22, tim23-1 inh 2, APJ ag 0, APJ antag 11, beta cell repl 5 and MPTP block -5.1.
Screening O=C(CN1C(=O)c2ccccc2C1=O)Nc1ccccc1C(=O)N1CCCC1 returned GRIN3A LBD mod -1, NALP3 yeast inh 8, tim10-1 inh 7, TIM10 inh 7, tim23-1 inh 0, APJ ag -3, APJ antag 7, beta cell repl 4 and MPTP block 0.5.
For Cc1ccc(S(=O)(=O)Nc2ccccc2F)cc1C(=O)N1CCCC1 the results were GRIN3A LBD mod 1, NALP3 yeast inh 5, tim10-1 inh 2, TIM10 inh 4, tim23-1 inh 7, APJ ag 0, APJ antag 7, beta cell repl -2 and MPTP block 0.1.
Screening Cc1c(C(=O)O)oc2ccc(S(=O)(=O)NCc3ccc4c(c3)OCO4)cc12 returned GRIN3A LBD mod -1, NALP3 yeast inh 10, tim10-1 inh 6, TIM10 inh 0, tim23-1 inh 6, APJ ag -2, APJ antag -4, beta cell repl -4 and MPTP block -0.8.
COc1cc(CNc2ccc3[nH]c(=O)[nH]c3c2)cc(Br)c1OCC(=O)NC(C)(C)C was read as GRIN3A LBD mod -3, NALP3 yeast inh -11, tim10-1 inh 15, TIM10 inh 6, tim23-1 inh 9, APJ ag 3, APJ antag 8, beta cell repl -2 and MPTP block -0.7.
Screening Cc1ccc(C(=O)NCC(=O)NC2CC2)cc1 returned GRIN3A LBD mod -3, NALP3 yeast inh 12, tim10-1 inh -13, TIM10 inh -6, tim23-1 inh -11, APJ ag -3, APJ antag 9, beta cell repl 0 and MPTP block -1.7.
For Cc1nn(-c2ccccc2)c(C)c1C(=O)OCC(=O)Nc1ccccc1C(F)(F)F the results were GRIN3A LBD mod 0, NALP3 yeast inh 27, tim10-1 inh 9, TIM10 inh 0, tim23-1 inh 24, APJ ag 1, APJ antag -2, beta cell repl -5 and MPTP block 1.1.
CN(CC(=O)Nc1ccccc1C(=O)NC1CC1)Cc1ccccc1F was read as GRIN3A LBD mod 1, NALP3 yeast inh 15, tim10-1 inh -3, TIM10 inh -6, tim23-1 inh 11, APJ ag -6, APJ antag 21, beta cell repl -3 and MPTP block -2.0.

Screens deposited in PubChem by Sanford-Burnham Center for Chemical Genomics.
